# Integrin act MD: integrin-mediated muscular dystrophy alleviation activation. alpha7betagal myoblasts, beta-gal FDG fluorescence, 48 h. Potency, µM (top dose mostly 38.3 µM), inactives show at the top dose activation, usual class: activators. 350,000 tested, 0.064% active;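 further: potency means the concentration at half of the fitted maximal effect; 100% = response of the positive control SU9516; nearly all actives have a fitted effect of over 60% in size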
#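 Alpha7betagal+/- myoblasts (passage 13) were plated 16-24 hr, then exposed to compounds (1:260 dilution of DMSO stock) for 48 hours at 37C. After MPER lysis, β-galactosidase reporter activity was read as FDG fluorescence (ex 480/em 540) after 30 minutes.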
# ELG1 genotox: genotoxicity induction in ELG1-luciferase HEK293T cells. HEK293T ELG1-luciferase reporter, luminescence, 16 h. Potency, µM (highest dose often 46 µM), without a hit: at the highest dose activity change, positive = activation, usual class: activators. 330,000 tested, 1.3% active; further: potency means the concentration at half of the fitted maximal effect; % of control where 0% means no effect; nearly all actives have a fitted effect of over 60% in size
#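 16 hr compound incubation (37 °C, 5% CO2) of HEK293T cells carrying luciferase-tagged ELG1; luciferase then measured by ONE-Glo luminescence after 30 min at RT.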
# TSG101-PTAP inh: blocks PTAP/TSG101 interaction to inhibit HIV-1 budding. Q99816. Fluorescence polarization, FITC-PTAP peptide / Tsg101 binding. Potency, µM (top dose mostly 115 µM), for inactives: at the highest dose activity change, negative = inhibition, hits mostly inhibitors. 340,000 tested, under 10 active. AID 493005; active means well fitted inhibition curve with a large enough effect in the main read-out, with a control signal flat, not every such curve was filed as active; inconclusive means small, poorly fitted or top-dose-only effect, or effect the other way, or a change in a side signal; inactive means no such curve, though single readings can be large or run the other way; further: potency means the concentration at half of the fitted maximal effect; % of control where 0% means no effect
#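 Compounds were pin-transferred onto Tsg101 binding domain (10 uM final) in HEPES pH 7.5 buffer, then FITC-PTAP peptide was added at 50 nM final. After 20 min at RT, polarization reported peptide displacement across a qHTS concentration series.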
# USP2a inh: USP2a (human) protease inhibition; AID 463254; USP2 core, Ub-CHOP2 coupled fluorogenic reporter, 485/531; 330,000 tested, 0.01% active; Potency, µM (highest dose often 38.3 µM), inactives show at the highest dose activity change, negative = inhibition, most hits filed as inhibitors;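 further: potency means the concentration at half of the fitted maximal effect; plate controls were DMSO wells for no effect and full inhibition by NEM control for full effect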
# Target sequence (O75604 whole entry, looked up): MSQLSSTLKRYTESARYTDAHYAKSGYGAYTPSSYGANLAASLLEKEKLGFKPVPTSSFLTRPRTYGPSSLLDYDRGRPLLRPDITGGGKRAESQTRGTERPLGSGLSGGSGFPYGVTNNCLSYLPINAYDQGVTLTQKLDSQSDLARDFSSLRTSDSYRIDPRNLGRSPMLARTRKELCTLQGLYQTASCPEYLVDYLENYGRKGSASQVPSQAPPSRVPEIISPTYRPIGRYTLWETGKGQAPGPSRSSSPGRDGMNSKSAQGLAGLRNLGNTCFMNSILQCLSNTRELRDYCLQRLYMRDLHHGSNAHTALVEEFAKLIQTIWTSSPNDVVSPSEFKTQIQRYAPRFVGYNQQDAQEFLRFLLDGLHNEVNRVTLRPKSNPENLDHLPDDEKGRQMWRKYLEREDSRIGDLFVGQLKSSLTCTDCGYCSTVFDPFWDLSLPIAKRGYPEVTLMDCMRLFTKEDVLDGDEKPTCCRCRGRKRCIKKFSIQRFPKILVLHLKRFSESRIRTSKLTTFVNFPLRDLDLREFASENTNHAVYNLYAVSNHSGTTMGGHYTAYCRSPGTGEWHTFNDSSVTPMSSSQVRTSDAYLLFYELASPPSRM
#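 USP2 core (10nM final) preincubated 30min RT with compound in 20mM Tris-HCl pH 8.0, 2mM CaCl2, 2mM beta-mercaptoethanol, 0.05% CHAPS; 25nM Ub-CHOP2 plus 25nM reporter substrate added, fluorescence (Ex485/Em531) read after 60min.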
# S-ASM inh: blocks human secretory acid sphingomyelinase; 340,000 tested, 0.006% active; placental ASM, HMU-PC fluorogenic substrate, 60 min; P17405; AID 504937; Potency, µM (series often up to 57.5 µM), for inactives: at the top dose activity change, negative = inhibition, most hits filed as inhibitors; further: potency means the concentration at half of the fitted maximal effect
#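 Fluorescence read-out (Ex 386 nm, Em 447 nm) after stopping the reaction at pH 10. Enzyme: ASM from human placenta; substrate HMU-PC0, 9 uM final; 60 min, 37 °C. Compound preincubation 10 min, ambient temperature.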
# B2AR arrestin: agonists driving beta-arrestin recruitment to human beta2-adrenergic receptor; beta-arrestin recruitment to beta2AR, cell-based reporter; 330,000 tested, 0.02% active; AID 492947; Potency, µM (top dose mostly 46.1 µM), for the others: top-dose activation, most hits filed as activators; P07550;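 further: potency means the concentration at half of the fitted maximal effect; 0% = DMSO controls and full agonism = EC100 isoproterenol or metaproterenol; nearly all actives have a fitted effect of over 65% in size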
# p53 reactivator: re-activators of mutant p53. H1299 p53-A138V BP100-luciferase reporter, luminescence, 24 h. Potency, µM (doses to about 92.2 µM), without a hit: at the top dose activity change, positive = activation, usual class: activators. 320,000 tested, 0.063% active; further: potency means the concentration at half of the fitted maximal effect; % of control where 0% means no effect; nearly all actives have a fitted effect of over 45% in size
#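 H1299 (p53-null), stable ts p53-A138V + BP100-Luc; 1000 cells/well, Opti-MEM/10% FBS; cpd 4 pt, 1:5; 24 h, 37 deg C, 5% CO2; detection reagent 10 min RT; luminescence.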
# Eya2 inh: inhibitors of human Eya2 phosphatase activity | O00167 | recombinant Eya2, OMFP fluorescence dephosphorylation (OMFP is methylfluorescein phosphate) | Potency, µM (doses to about 76.9 µM), without a hit: top-dose activity, negative = inhibition, usual class: inhibitors | 330,000 tested, 0.006% active; further: potency means the concentration at half of the fitted maximal effect; on the % scale 0 is the no-effect control and ±100 the full control effect
# Target sequence (O00167 whole entry, looked up): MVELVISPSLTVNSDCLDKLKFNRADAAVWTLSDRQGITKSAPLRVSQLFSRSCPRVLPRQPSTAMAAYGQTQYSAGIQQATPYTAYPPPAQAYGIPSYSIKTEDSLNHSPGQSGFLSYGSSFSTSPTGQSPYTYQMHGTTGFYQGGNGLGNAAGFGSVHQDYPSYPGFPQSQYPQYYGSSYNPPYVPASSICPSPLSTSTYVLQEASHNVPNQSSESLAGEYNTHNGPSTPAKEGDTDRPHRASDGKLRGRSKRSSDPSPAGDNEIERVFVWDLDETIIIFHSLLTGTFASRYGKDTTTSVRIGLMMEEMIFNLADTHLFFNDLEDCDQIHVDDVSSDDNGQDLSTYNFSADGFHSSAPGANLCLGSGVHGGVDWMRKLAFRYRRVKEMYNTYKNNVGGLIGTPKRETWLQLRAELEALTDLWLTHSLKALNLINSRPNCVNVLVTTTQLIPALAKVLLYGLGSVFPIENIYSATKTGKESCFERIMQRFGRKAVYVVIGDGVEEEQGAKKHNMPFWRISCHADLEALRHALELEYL
#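 Eya2 protein (added as 0.2 uM solution) was preincubated with compound for 10 min at ambient temperature in 50 mM HEPES pH 7.5, 50 mM NaCl, 5 uM MgCl2, 0.05% BSA, 1 mM DTT. OMFP (added at 50 uM) then reacted 10 min; fluorescence read at 485/525 nm.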
# BRCA1 expr act: increases BRCA1 expression | MCF7-BRCA1-FFLuc reporter, luminescence, 48 h; response scale: scaled: vehicle 0%, 10 µM genistein 100% | Potency, µM (titrated, usually from 46.1 µM), inactives show at the highest dose activation, most hits filed as activators | 380,000 tested, 1.1% active | AID 624202; further: potency means the concentration at half of the fitted maximal effect; nearly all actives have a fitted effect of over 80% in size; some results filed as inactive show a strong effect at the top dose
#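 MCF7 cells carrying a BRCA1-firefly luciferase reporter (2000 cells/well, phenol-red free MEM) were attached for 2 h at 37 °C, then given compounds for 48 h. Luminescence was read 15 min after luciferase reagent; activity normalized to genistein (10 microM) and DMSO.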
# uPA surface inh: blocks generation of uPA at the cell surface | cell surface uPA generation assay, qHTS | 330,000 tested, 0.31% active | AID 540303 | Potency, µM (highest dose often 38.3 µM), for the others: at the top dose activity change, negative = inhibition, most hits filed as inhibitors; active means well fitted inhibition curve with a large enough effect; inconclusive means small, poorly fitted or top-dose-only effect; inactive means no such curve, though single readings can be large or run the other way; tested in mouse RAW 264.7 cells; further: potency means the concentration at half of the fitted maximal effect; on the % scale 0 is the no-effect control and ±100 the full control effect; nearly all actives have a fitted effect of over 55% in size
# TRPV1 ag: agonists of human vanilloid receptor 1 (TRPV1) | TRPV1-expressing cells, Fluo-8 calcium influx, agonist mode | activation, % at 8.33 µM | 320,000 tested, 0.19% active | AID 540275; in the data active means activation above about 80%; inconclusive means between about 30% and that limit; further: 0% is about no effect
#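 TRPV1-expressing cells were cultured overnight at 35.5C and loaded with Fluo-8 calcium dye for 40 to 90 min at room temperature. After a 10 s baseline, compound was added and calcium influx was read kinetically for 3 min (ex 480/em 520 nm).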
# Starred values were filed as active, the others as inactive; ? = inconclusive; / = not tested or not shown; [ ] = dose if it differs, or a comment. Unless noted, the call rests on the fitted dose curve; in most records, active means well fitted curve in the direction sought with a large enough effect; inconclusive means small, poorly fitted or top-dose-only effect, or another doubt; inactive means no such curve, though single readings can be large; an effect the other way counts as inactive or inconclusive.
cpd	compound	uPA surface inh	p53 reactivator	TRPV1 ag	BRCA1 expr act	USP2a inh	Integrin act MD
1	Cc1ccc(CNC(=O)C2(S(=O)(=O)c3ccc(C)cc3)CC2)cc1	-1%	-8%	4	-15%	-1%	-1%
2	O=C(COC(=O)c1cccc(S(=O)(=O)N2CCCCCC2)c1)Nc1ccccc1	8%	-1%	28	-8%	3%	-1%
3	Cc1ccc(NC(=O)c2cc3c(s2)CCCC3)cc1	-2%	3%	84*	?	1%	4%
4	CCCOc1ccc(CNC(=O)c2ccc3nc(N4CCOCC4)sc3c2)cc1	-4%	/	3	-1%	4%	-15%
5	O=c1nc(NO)ccn1C1CCCO1 (centres undefined)	3%	/	/	-10%	/	7%
6	CCCCOc1ccc(C(=O)N2CCNC(=O)C2CC(=O)OC(C)C)cc1 (centres undefined)	-6%	?	0	3%	-1%	20%
7	COc1ccc(C(=O)c2cn(-c3cccc(Br)c3)nc2C(C)=O)cc1	0%	/	/	0%	/	-21%
8	S=C(NCc1cccnc1)Nc1cccc2ccccc12	5%	6%	?	-4%	4%	-22%
9	O=C(COC(=O)C1CC2C=CC1C2)Nc1ccccc1F (centres undefined)	0%	-2%	10	8%	1%	0%
10	C[C@@H](NC(=O)c1nc[nH]c1C(=O)NCc1ccccc1)c1ccccc1	-7%	-4%	18	0%	0%	-31%

cpd	ELG1 genotox	TSG101-PTAP inh	S-ASM inh	Eya2 inh	B2AR arrestin
1	-7%	-1%	1%	12%	-0.7%
2	0%	-4%	/	7%	-0.2%
3	?	-4%	-8%	-1%	0.1%
4	?	0%	-1%	3%	-1.0%
5	/	-6%	4%	/	/
6	-1%	-3%	5%	-4%	-0.8%
7	/	-1%	-2%	/	/
8	-1%	-1%	1%	3%	-0.5%
9	?	-1%	4%	10%	-0.3%
10	0%	/	-1%	4%	0.4%

# New compounds follow.
cpd	compound	uPA surface inh	p53 reactivator	TRPV1 ag	BRCA1 expr act	USP2a inh	Integrin act MD
11	Cc1cc(NC(=O)COC(=O)c2cccc(S(=O)(=O)N3CCOCC3)c2)no1	/	11%	18	-3%	2%	-21%
12	COC(=O)c1ccc(C2C(C(=O)c3cc4ccccc4o3)=C(O)C(=O)N2CCCN(C)C)cc1 (centres undefined)	-4%	-8%	-2	-13%	1%	-5%
13	O=C(O)/C=C/C(=O)Nc1ccc(-n2ccc(C(F)(F)F)n2)cc1	-6%	0%	3	-12%	-2%	?
14	O=C(O)c1ccc(NC(CSCc2ccc(F)cc2)C(=O)O)c([N+](=O)[O-])c1 (centres undefined)	1%	5%	1	0%	-2%	31%
15	COc1cccc(Nc2nc(N)c([N+](=O)[O-])c(NCc3ccccc3)n2)c1	-25%	3%	-1	-43%	5%	0%
16	O=C(NCC1CCCO1)c1cccc(C(=O)NCC2CCCO2)c1 (centres undefined)	17%	1%	0	4%	-1%	?
17	O=C1c2nccnc2C(=O)N1Cc1ccccc1	4%	/	/	16%	/	26%
18	Cc1nc(SCC(=O)O)c(C#N)c2c1CCCC2	?	-1%	1	-16%	2%	-6%
19	O=C(c1cccs1)N(CC1CCCO1)c1nc(-c2ccccc2)cs1 (centres undefined)	1%	2%	18	-42%	2%	2%
20	C[C@]12c3[nH]c4cc(-c5ccco5)ccc4c3CCN1C(=O)[C@@H](CC(=O)NCc1ccco1)C[C@@H]2C(=O)N1CCOCC1	-2%	-5%	/	-25%	0%	-14%

cpd	ELG1 genotox	TSG101-PTAP inh	S-ASM inh	Eya2 inh	B2AR arrestin
11	1%	-4%	1%	-16%	-0.1%
12	1%	-2%	-4%	-8%	-0.8%
13	1%	1%	5%	-5%	-0.4%
14	2%	-5%	8%	-7%	0.1%
15	6%	-2%	?	-28%	-0.7%
16	0%	-2%	-1%	6%	-0.4%
17	/	-2%	10%	/	/
18	-2%	-5%	-1%	0%	-0.3%
19	-11%	0%	-2%	-1%	0.3%
20	0%	6%	16%	5%	0.4%

# A few values from the entries so far:
# cpd 6 @ BRCA1 expr act: 3%
# cpd 7 @ BRCA1 expr act: 0%

# Structures from the list above that contain four or more nitrogen atoms, in the order listed:
cpd	compound	uPA surface inh	p53 reactivator	TRPV1 ag	BRCA1 expr act	USP2a inh	Integrin act MD
10	C[C@@H](NC(=O)c1nc[nH]c1C(=O)NCc1ccccc1)c1ccccc1	-7%	-4%	18	0%	0%	-31%
15	COc1cccc(Nc2nc(N)c([N+](=O)[O-])c(NCc3ccccc3)n2)c1	-25%	3%	-1	-43%	5%	0%
20	C[C@]12c3[nH]c4cc(-c5ccco5)ccc4c3CCN1C(=O)[C@@H](CC(=O)NCc1ccco1)C[C@@H]2C(=O)N1CCOCC1	-2%	-5%	/	-25%	0%	-14%

cpd	ELG1 genotox	TSG101-PTAP inh	S-ASM inh	Eya2 inh	B2AR arrestin
10	0%	/	-1%	4%	0.4%
15	6%	-2%	?	-28%	-0.7%
20	0%	6%	16%	5%	0.4%

# Further results follow.
cpd	compound	uPA surface inh	p53 reactivator	TRPV1 ag	BRCA1 expr act	USP2a inh	Integrin act MD
21	O=C(NC(=S)NNC(=O)c1cc2ccccc2cc1O)c1ccco1	-10%	10%	-3	-25%	2%	-15%
22	O=C1C=CC(=O)N1c1ccc(N2CCCCC2)cc1	-17%	-11%	3	-46%	1%	-46%[inhibitor]
23	COc1ccc(/C=C2\Oc3cc(OCC(=O)N4CCC[C@H]4C(=O)O)ccc3C2=O)cc1OC	-2%	12%	-2	4%	1%	-9%
24	COc1ccccc1NCCC(=O)OCC(=O)Nc1ccc(Cl)cn1	1%	4%	0	-45%	0%	-11%
25	Cc1ccc(Cl)c2c1=NC(=O)C=2c1[nH]c(=S)[nH]c1O	4%	19%	1	2%	-1%	-14%
26	O=[N+]([O-])c1ccc(NNC(=S)Nc2ccc(F)cc2)cc1	-1%	28µM*	-2	-61%	2%	-36%
27	O=C(Nc1ccccn1)c1ccc(C(=O)Nc2ccccn2)cc1	-5%	-21%	4	36%	1%	-3%
28	O=C(CN(Cc1ccco1)C(=O)CNS(=O)(=O)c1ccc(F)cc1)NCCc1ccccc1	-2%	0%	-9	1%	-1%	7%
29	Cc1nnc(N2CCCC(C(=O)NCc3ccccc3F)C2)c2nn(-c3ccccc3)c(C)c12 (centres undefined)	-1%	6%	28	8%	2%	?
30	Clc1ccccc1CN1CCN(c2ncccn2)CC1	3%	/	26	-12%	3%	-12%

cpd	ELG1 genotox	TSG101-PTAP inh	S-ASM inh	Eya2 inh	B2AR arrestin
21	3%	0%	-2%	8%	-0.3%
22	1%	-4%	-1%	5%	-0.1%
23	-1%	-2%	155%[activator]	11%	-0.5%
24	7%	-1%	-2%	-5%	-0.5%
25	-9%	-3%	-3%	-4%	-0.5%
26	7%	-8%	-2%	0%	-1.1%
27	13%	-1%	-9%	2%	0.5%
28	-2%	-2%	3%	-23%	-0.5%
29	-2%	-7%	23%	14%	-0.1%
30	-3%	-2%	4%	5%	0.0%

# Remaining list, next part
cpd	compound	uPA surface inh	p53 reactivator	TRPV1 ag	BRCA1 expr act	USP2a inh	Integrin act MD
31	COc1ccc(C(NC(C)=O)c2ccc3cccnc3c2O)c(OC)c1 (centres undefined)	-21%	?	-3	-86%	1%	-27%
32	COc1cccc(CNC(=O)N2CCN(S(=O)(=O)c3ccc(C)cc3)CC2)c1	0%	-3%	8	-19%	2%	8%
33	Cc1ccc(Cl)cc1NC(=O)C1CCCCC1C(=O)O (centres undefined)	-4%	-10%	0	-10%	2%	11%
34	O=C(CCN1CCN(S(=O)(=O)c2ccc(F)cc2)CC1)Nc1ccccc1F	2%	7%	14	-13%	3%	16%
35	CCn1c(CNC(=O)C2CCCCC2)cc2ccccc21	5%	0%	23	8%	-1%	12%
36	CC1Cc2nc(SCC(=O)Nc3ccc(F)cc3)n(C)c(=O)c2S1 (centres undefined)	-4%	-4%	4	-14%	1%	-4%
37	COC(=O)[C@]1(Cc2ccccc2)N[C@H](CN(C)S(=O)(=O)c2ccc(-c3ccccc3)cc2)[C@@H]2C(=O)N(C)C(=O)[C@@H]21	14%	-13%	/	-28%	-2%	-8%

cpd	ELG1 genotox	TSG101-PTAP inh	S-ASM inh	Eya2 inh	B2AR arrestin
31	0%	-3%	-1%	2%	5.2%
32	2%	-2%	0%	-16%	-0.4%
33	0%	1%	3%	22%	0.3%
34	0%	-6%	-1%	1%	0.2%
35	-1%	-4%	2%	6%	-1.0%
36	-1%	-9%	3%	7%	-0.1%
37	-2%	0%	61%[activator]	-23%	-1.6%

# Screens as filed in PubChem BioAssay.

# Rows are unselected; 2.6% or so of the library scored in one or more.
